rad50 – NCI yeast anticancer drug screen, S. cerevisiae rad50 strain | growth inhibition, % at 50 µM | 79,000 compounds, 10% hits | AID 155;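 note: 0% = growth of vehicle-only cultures of the same strain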
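Growth of the mutant yeast was measured after compound exposure and referenced to vehicle-treated cultures.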
yeast cln2 rad14 – NCI yeast anticancer drug screen, S. cerevisiae cln2 rad14 strain. 78,000 compounds, 8.3% hits. growth inhibition, % at 50 µM;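 note: 0% = growth of vehicle-only cultures of the same strain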
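Yeast strain cln2 rad14, bearing defects in cell cycle control and DNA repair, serves as the test system; values reflect growth inhibition compared with vehicle.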
mec2-1 – NCI yeast anticancer drug screen, S. cerevisiae mec2-1 strain; % growth inhibition at 50 µM; 79,000 compounds, 9% hits; AID 157;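 note: 0% = growth of vehicle-only cultures of the same strain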
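Cells of the genetically defined mec2-1 yeast strain are incubated with test compound. Inhibition of growth is calculated against vehicle-treated controls.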
mlh1 rad18 – NCI yeast anticancer drug screen, S. cerevisiae mlh1 rad18 strain | % growth inhibition at 50 µM | 79,000 compounds, 11% hits | AID 175;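 note: 0% = growth of vehicle-only cultures of the same strain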
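Read-out is yeast growth inhibition, calculated against vehicle-only controls. The compound was applied to a strain engineered with DNA damage repair alterations.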
sgs1 mgt1 – NCI yeast anticancer drug screen, S. cerevisiae sgs1 mgt1 strain; 78,000 compounds, 10% hits; growth inhibition, % at 50 µM; AID 161;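 note: 0% = growth of vehicle-only cultures of the same strain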
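Mutant yeast exposed to compound; growth scored against vehicle-only wells.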
yeast bub3 – NCI yeast anticancer drug screen, S. cerevisiae bub3 mutant strain; 78,000 compounds, 9.9% hits; % growth inhibition at 50 µM; AID 167;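 note: 0% = growth of vehicle-only cultures of the same strain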
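In this screen, a yeast mutant lacking normal mitotic checkpoint function is challenged with compound. Relative growth versus vehicle gives the inhibition value.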
The depositor's hits bear a star; . = no result given; & = joins results of further samples. Cut-off read from the data, not from the text of the source: active = growth inhibition above about 70%; inactive = the rest.

Sample of the layout:
compound,rad50,yeast cln2 rad14,mec2-1,mlh1 rad18,sgs1 mgt1,yeast bub3
CN(C)CC/C(=N\Nc1ccc(Cl)c(Cl)c1)c1ccccc1,99.5*,99.5*,97.9*,99.2*,99.6*,99.6*
C/C=C/CSc1cc(NC(=S)c2ccsc2C)ccc1Cl,88.2*,84.3*,85.8*,86.8*,91.2*,88.6*

Results (from the top)
compound,rad50,yeast cln2 rad14,mec2-1,mlh1 rad18,sgs1 mgt1,yeast bub3
CN(C)CC/C(=N\Nc1ccc(Cl)c(Cl)c1)c1ccccc1,99.5*,99.5*,97.9*,99.2*,99.6*,99.6*
C/C=C/CSc1cc(NC(=S)c2ccsc2C)ccc1Cl,88.2*,84.3*,85.8*,86.8*,91.2*,88.6*
O=C(/C=C/C(=O)NCCc1ccccc1)NCCc1ccccc1,-13.4,-7.5,0.8,17.4,9.2,46.4
CC(=O)Nc1cccc(Oc2ccc(Cl)cc2[N+](=O)[O-])c1,13.0,-5.2,-6.6,8.0,-2.8,2.4
C/C(=N\O)C1CCN(Cc2ccccc2)CC1,9.6,-39.3,3.4,20.4,10.1,-9.8
NC(=S)N/N=C/c1ccc(OC(F)(F)F)cn1,27.1,10.3,28.1,40.6,46.5,59.5
COc1cc2ccc(C(C)NCC#N)cc2cc1OC (stereo not drawn),18.1,39.6,-6.5,8.2,-15.6,39.0
S=c1[nH]c2c(Cl)c(Cl)c(Cl)c(Cl)c2[nH]1,90.0*,.,91.0*,90.5*,.,.
O=C(O)COc1cccc2cccnc12,-20.2,-14.5,-10.9,-4.2,-4.8,-2.9
Cc1ccc(C(=O)/C=C(/C(=O)c2ccc(C)cc2)N2CCOCC2)cc1,-2.5,-23.0,-5.2,2.9,4.8,7.0
CC(=O)Nc1ccc(/C=C/[N+](=O)[O-])cc1,85.0*,46.2,53.4,94.0*,47.6,68.8
Cc1ccnc2ccccc12,0.1,-3.2,1.6,-11.4,-1.6,-2.1
O=C(O)c1c(F)c(F)c(Oc2c(F)c(F)c(F)c(Oc3c(F)c(F)c(C(=O)O)c(F)c3F)c2F)c(F)c1F,7.9,3.0,17.6,6.7,-0.1,0.3
CCOC(=O)c1c(NC2=NCCC2)n[nH]c1N,7.0,14.7,14.8,5.9,15.0,-18.6
O=C(O)c1c(Br)c(Br)c(Br)c(Br)c1C1c2ccc(O)cc2Oc2cc(O)ccc21,20.4,-7.8,25.0,26.6,35.0,-2.6
CC(C)N(C(=O)c1cccc(C(=O)N(C(C)C)C(C)C)c1)C(C)C,12.7,11.3,2.5,33.4,0.2,16.9
O=C(O)C1CCC(=O)N1Cc1c[nH]c2ccccc12 (stereo not drawn),-2.2,-0.1,-7.4,-10.8,-10.2,15.4
O=C(c1ccc(Cl)cc1)C(c1ccccc1)N1CCCCC1 (stereo not drawn),2.0,-45.8,-8.2,6.8,-0.1,-1.6
CCC(C)(NC(=O)CN)C(=O)O (stereo not drawn),-7.2,-32.0,-9.9,-16.2,-7.7,-11.4
CCCCCCC(=O)OC[n+]1ccc2c(C)c3[nH]c4ccc(OC)cc4c3c(C)c2c1,87.0*,88.7*,91.2*,91.1*,89.8*,86.0*
COC(=O)c1ccccc1NC(=O)c1cccc(Cl)c1,20.9,16.0,6.8,23.7,20.6,30.4
CCCCCCC(=O)/C=C/c1cc(Cl)cc(Cl)c1OCOC,35.0,-4.4,26.1,5.6,25.1,18.4
Nc1nc(-c2ccc(Cl)cc2)cs1,98.0*,97.0*,97.4*,97.7*,98.2*,97.8*
O=c1[nH]nc(-c2ccccc2)o1,-8.5,12.5,-14.3,-10.2,-13.3,1.2
O=C(CNc1ccc2c(=S)c3ccccc3[nH]c2c1)Nc1ccccc1-c1ccccc1NC(=O)CNc1ccc2c(=S)c3ccccc3[nH]c2c1,88.6*,90.8*,92.5*,85.9*,92.1*,90.7*
CCN(CC)C(=O)OCc1ccc(C)cc1C,8.2,-20.4,-5.5,-6.4,2.2,8.1
C=CCC12CC(=O)CCC1c1ccc(OC)cc1C2=O (stereo not drawn),2.0,-11.3,-11.8,16.4,-7.8,1.8
CCC(C)(C)c1ccc([N+](=O)[O-])cc1,18.3,15.7,8.8,2.4,27.4,-0.7
O=C1CC(=O)N2CCSC2=N1,4.2,11.1,-25.0,13.9,-8.1,-13.2
c1ccc2cc3nc4ccccc4nc3cc2c1,87.9*,70.1*,51.4,73.0*,20.9,68.3
CN(C)CCCN1c2ccccc2Sc2cnccc21,7.6,-0.1,-8.2,15.3,-0.2,-1.4
N/N=C(/Cc1ccccc1)NNO,30.4,22.4,13.8,22.2,27.1,12.8
COc1ccc2c(ccc3[nH]c4c(C)cnc(NCCCN(C)C)c4c32)c1,-16.6,-3.5,-7.6,-7.8,-2.7,4.0
Brc1ccc(C2NC(c3ccccc3)c3c(ccc4ccccc34)O2)cc1 (stereo not drawn),90.0*,61.2,77.7*,86.4*,90.9*,52.3
SC1c2cc(Cl)ccc2-c2c(Cl)cc(Cl)cc21 (stereo not drawn),-2.7,9.1,3.4,-11.8,-6.0,10.6
CC1=CC(=C2C(=O)c3ccccc3C2=O)C=CN1CCN1CCCC1,17.1,22.4,-7.5,14.2,11.3,1.0

Overlap with the part before: two entries, followed by the next part.
compound,rad50,yeast cln2 rad14,mec2-1,mlh1 rad18,sgs1 mgt1,yeast bub3
SC1c2cc(Cl)ccc2-c2c(Cl)cc(Cl)cc21 (stereo not drawn),-2.7,9.1,3.4,-11.8,-6.0,10.6
CC1=CC(=C2C(=O)c3ccccc3C2=O)C=CN1CCN1CCCC1,17.1,22.4,-7.5,14.2,11.3,1.0
S=C(C/C=C/CC(=S)SN(c1ccccc1)c1ccccc1)SN(c1ccccc1)c1ccccc1,-3.6,6.8,-38.5,9.8,-4.4,-10.8
CC(/C=N\Nc1ccc(C(=O)O)cc1)=N/NC(=O)CC#N,7.1,-12.4,14.4,11.3,23.1,3.0
CC(=O)N(C)Nc1ccccc1,2.5,-7.4,-10.7,-17.6,17.9,19.7
COc1c(CC(C)=O)ccc2c1C(=O)c1ccc(C=O)c(OC(C)=O)c1C2=O,27.1,17.8,29.9,55.9,28.5,-1.1
Cc1ccc(C(=O)NCCN2CCCC2)c([N+](=O)[O-])c1OCc1ccccc1,6.2,-22.9,-20.0,-5.8,4.8,-4.8
O=C1c2ccccc2C2(O)C3c4ccccc4CCN3CN12 (stereo not drawn),-0.6,-34.5,-6.2,-2.4,-5.5,4.2
CC1=CC(=O)/C(=C\N2C(=O)CC(=O)NC2=S)C(=O)O1,-11.5,13.2,-16.6,9.1,-23.5,-18.8
O=C(CCCCCCCCC(=O)NCC1(c2ccccc2)CCNCC1)NCC1(c2ccccc2)CCNCC1,-27.5,-3.2,-23.6,-11.2,-15.2,-23.9
CC1(c2ccccc2)CCCCC/C1=N/Nc1ccc([N+](=O)[O-])cc1[N+](=O)[O-] (stereo not drawn),21.9,-4.7,2.5,8.2,-12.3,-11.0
O=C(Nc1ccccc1Cl)c1cc2cc(N=Nc3ccc(Br)cc3)ccc2oc1=O,0.6,9.6,9.8,-3.5,-3.8,-7.0
CCCCCCCCCCCCCCCC[N+]1(C)CCCC1c1cccnc1 (stereo not drawn),14.3,1.5,55.5,68.8,40.8,99.0*
CNc1ccc(Nc2ccc(C)cc2)c2c1C(=O)c1ccccc1C2=O,-0.5,-16.1,5.7,-0.1,-2.4,2.5
NC(=O)NCN1CCOCC1,-5.7,-23.2,-20.9,4.0,-8.8,-12.7
O=C1OC(=O)C2C3CC(C12)C1C2C=CC(C2)C31 (stereo not drawn),5.0,-40.6,-4.6,0.7,-14.3,-13.2
CC1(C)OCC(C2OC(C)(C)OC2C(CO)Nc2ccc([N+](=O)[O-])cc2[N+](=O)[O-])O1 (stereo not drawn),53.0,41.4,21.4,49.1,59.1,11.2
CC(=O)N(c1ccccc1)c1nc2ccccc2s1,-41.2,-42.6,-22.9,-30.3,-22.6,75.7*
Cc1cc(=O)oc2c(C)c3oc(CBr)cc3cc12,54.1,66.2,62.7,63.1,69.8,65.4
CCC1C(=O)Nc2ccccc21 (stereo not drawn),16.4,7.8,16.9,8.5,1.3,13.8
C[Si](C)(C)C#C[I+]c1ccccc1,-27.6,5.7,-24.4,-8.8,12.7,8.9
c1ccc(N2CCN(c3ccccc3)C2Cc2c[nH]c3ccccc23)cc1,99.2*,92.5*,98.4*,98.9*,99.4*,99.2*
CCOC(=O)C(NS(=O)(=O)c1ccccc1)(C(F)(F)F)P(=O)(OCC(C)C)OCC(C)C (stereo not drawn),98.5*,97.3*,96.1*,98.0*,96.2*,96.2*
CC(=O)O[C@]12CCC[C@H]1C1(O)C(O)CCC[C@H]12 (stereo partly drawn),-45.4,-21.4,-42.9,-21.7,-56.9,-39.2
NCCCN1CCCN=C1C1=NCCCN1CCCN,-8.3,-33.6,-7.8,-25.4,-5.5,-3.0
CC1=C(c2cc(C(=O)Nc3cccc(C(F)(F)F)c3)ncn2)Sc2ccccc2N1,8.0,6.6,7.3,8.6,12.2,1.9
Cc1cc(C(O)CNCCCn2c(N3CCOCC3)nc3c2c(=O)n(C)c(=O)n3C)ccc1O (stereo not drawn),-15.7,69.7,-2.5,54.9,12.9,-2.5
CC(=O)NCCc1ccc(OC(C)=O)c(OC(C)=O)c1,0.1,6.5,-10.6,16.1,26.2,23.4
C1CSCCSS[C@@H]2CCCCC2SC1 (stereo partly drawn),-12.8,-11.9,-25.1,-17.1,-0.6,-12.1
CN(C(=O)C(Cl)Cl)c1ccc(-c2csc(Cc3ccccc3)n2)cc1,38.7,7.0,6.3,28.2,1.1,34.8
Cn1c(=O)sc2ccccc21,19.4,15.1,-18.2,25.6,14.3,-8.8
C(CCCC1CO1)CCC1CO1 (stereo not drawn),24.5,-36.5,18.3,7.7,17.7,11.1
CNc1ccc([N+](=O)[O-])cn1,19.9,8.8,-13.4,4.2,31.6,19.9
CC1CC(C)(C)OC(CCl)O1 (stereo not drawn),4.8,9.3,48.1,-2.6,-6.3,13.8
COC(=O)c1ccc(Br)cc1,25.8,-69.3,-17.3,-2.9,-11.7,-14.8
CC(=O)Nc1cc2c(cc1O)CC[C@@H]1[C@@H]2CC[C@]2(C)[C@@H](O)CC[C@@H]12,-15.6,15.9,29.3,1.0,-8.9,29.0
CC(C)(C)OC(=O)N1CCCC1C(=O)O (stereo not drawn),4.9&-2.0,-24.8&6.0,2.5&-22.3,4.5&2.5,3.8&3.0,-5.2&11.6
CC(=O)C1C(=O)C(=O)N(CCN2C(=O)C(=O)C(C(C)=O)C2=O)C1=O (stereo not drawn),-12.4,-26.2,-0.8,0.8,0.9,-5.9
C=NC1CCCCC1,0.9,2.0,-3.8,3.8,-10.6,14.7
C#Cc1cccc(N=Cc2cc(Br)cc(OC)c2O)c1,-23.4,4.8,-6.7,4.0,1.3,5.0
CCOC(=O)CCc1ccc(O)c(O)c1,4.9,.,1.9,15.6,.,.
O=C(/C=C/c1ccccc1)Nc1cc([N+](=O)[O-])ccc1O,3.4,1.7,17.0,28.2,41.5,11.6
Nc1nc(SCCCc2ccccc2)c2[nH]cnc2n1,8.0,25.1,-2.9,-6.5,-3.4,31.6

Bioassay records from PubChem BioAssay.
